RSV CPE inhibition = RSV antiviral activity via CPE protection, HEp-2 cells, primary 10 µM value included (AID 2391) | CPE inhibition, % at 10 µM; hits with a dose series show IC50 in µM | HEp-2 cells, RSV-induced CPE inhibition; higher % means a stronger effect | 310,000 tested, 0.13% active; in the data active means a potency from the dose series; inconclusive means CPE inhibition mostly from about 23% at the one dose, without a potency; inactive means the rest, 99 in 100 with CPE inhibition below about 21%; further: strong numbers were not always called active
TNAP activation fold = human TNAP enzyme activators, primary screen, biochemical, luminescent, no phosphate acceptor, uHTS (AID 1001); 200,000 tested, 0.03% active; purified TNAP, luminescent activation assay, no phosphate acceptor; higher activation fold means a stronger effect; one-dose activation fold at 20 µM; EC50 in µM for titrated hits; Alkaline phosphatase, tissue-nonspecific isozyme (Homo sapiens); in the data active means activation fold from about 3, or a potency from the dose series; inactive means the rest, 99 in 100 with activation fold below about 1.6; further: many of its hits are not listed in these tables
PhoP inhibition = inhibitors of PhoP regulon expression, primary screen, Salmonella Typhimurium, GFP reporter (AID 1863). S. Typhimurium PhoP-regulated promoter GFP reporter, 4 h; higher % means a stronger effect. inhibition, % at 50 µM; hits with a dose series show IC50 in µM. 300,000 tested, 0.16% active;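 active means inhibition over 29.93%, a cutoff 3 SD above the screen mean, later confirmed by dose response; inconclusive means inhibition over 29.93% but no dose response follow-up; inactive means inhibition at most 29.93% or unconfirmed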;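 further: 0% = low Mg2+ inducing control and 100% = high Mg2+ repressing control; strong numbers were not always called active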
PMI inhibition = human PMI inhibitors, high substrate, primary screen, biochemical, fluorescence intensity, high mannose 6-phosphate (AID 1220); 190,000 tested, 0.66% active; recombinant PMI enzyme, coupled fluorescence intensity; higher % means a stronger effect; one-dose inhibition, % at 20 µM; IC50 in µM for titrated hits
CSM14.1 death rescue = rescue of cells from ER stress-induced death, primary screen, 384-well, CSM14.1, thapsigargin, ATP luminescence (AID 1222); CSM14.1 thapsigargin-induced death rescue, ATP luminescence; higher % means a stronger effect; cellular ATP content (survival), % at 20 µM, or EC50 in µM where a hit was titrated; 190,000 tested, under 10 active;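 active means EC50 below 50 µM in the dose-response confirmation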;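 further: death triggered by thapsigargin at about 15 µM added after 2 h compound pretreatment; cell ATP read after overnight thapsigargin exposure of roughly 18 to 22 hours; normalized against plate controls of thapsigargin alone and 5% DMSO vehicle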
West Nile virus CPE = West Nile virus antiviral activity, cell-based, CPE readout (AID 1621); West Nile virus-infected cells, CPE inhibition; higher % means a stronger effect; one-dose CPE inhibition, % at 10 µM; IC50 in µM for titrated hits; 290,000 tested, 0.02% active; in the data active means a potency from the dose series; inconclusive means CPE inhibition mostly from about 3.7% at the one dose, without a potency; inactive means the rest, 99 in 100 with CPE inhibition below about 2.2%; further: strong numbers were not always called active
PMI inhibitors = inhibitors of human PMI, primary screen, biochemical, fluorescence intensity, coupled assay (AID 1209); purified PMI enzyme, coupled fluorescence intensity; higher % means a stronger effect; inhibition, % at 20 µM, or IC50 in µM where a hit was titrated; 190,000 tested, 0.42% active;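 further: plate controls were DMSO vehicle for no effect and wells lacking substrate for full effect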
SV40 large T antigen = SV40 large T antigen inhibitors, biochemical (AID 1903). SV40 large T antigen ATPase/helicase inhibition assay; higher % means a stronger effect. one-dose inhibition, % at 20 µM; IC50 in µM for titrated hits. 310,000 tested, 0.39% active; in the data active means a potency from the dose series; inconclusive means inhibition mostly from about 32% at the one dose, without a potency; inactive means the rest, 99 in 100 with inhibition below about 32%; further: strong numbers were not always called active
Insulin prom up = insulin promoter activators in MIN6 cells, imaging, high-content screening, mouse beta cells | MIN6 insulin promoter-GFP reporter; active compounds read high | z-score at 5 µM | 190,000 tested, 0.3% active | AID 1625, 2009;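 active means z-score above 3 at 5 µM with at least 500 cells counted in the well; inconclusive means wells under 500 cells, flagged as cytotoxic or low count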
Insulin prom up cell count = second read-out of Insulin prom up, no call of its own (marks repeat the call); cell count; measured here: cytotoxicity, nuclei count;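 total cells summed across four imaged fields per well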
* hit, by the source's call; ? = inconclusive; . = no result given. Unless noted, no stated cut-off is given here; in the data, active means inhibition above about 50%; inactive means the rest.

SMILES | RSV CPE inhibition | TNAP activation fold | PhoP inhibition | PMI inhibition | CSM14.1 death rescue | West Nile virus CPE | PMI inhibitors | SV40 large T antigen | Insulin prom up | Insulin prom up cell count
CC(=O)Nc1ccc(C(=O)NCCCOC(C)C)cc1 | 0.3% | 1 | 4.6% | -0.4% | -0.5% | 0.4% | -1.2% | 7.9% | 0.62 | 1503
Cc1cc(OCC(=O)C(C)(C)C)c2c(-c3ccccc3)cc(=O)oc2c1 | 3.9% | . | 10.7% | . | . | 0.3% | . | 25.8% | . | .
CC(=O)CC(=O)Nc1ncccn1 | 0.0% | 1.1 | -1.8% | -6.6% | -0.1% | 0.4% | -6.7% | 15.5% | -0.45 | 1205
CCC(C)Nc1cc(C)nc2ncnn12 (stereo not given) | 2.2% | 1.1 | 1.7% | -6.3% | 1.1% | 0.1% | -4.1% | 7.6% | 0.19 | 1517
CC(C)CCn1c(N2CCCC2)nc2c1c(=O)n(C)c(=O)n2C | 1.4% | . | -3.2% | . | . | -1.4% | . | 7.2% | . | .
CCCCOc1cccc(C(=O)NNC(=S)NC2CCCCC2)c1 | 1.0% | 1.2 | 0.3% | -12.7% | -0.5% | 0.1% | -6.6% | 11.6% | -0.64 | 721
CC(C)c1ccc(C(=O)NNC(=O)C2C3CCC(C3)C2C(=O)O)cc1 (stereo not given) | 0.9% | . | -4.1% | . | . | -0.6% | . | 20.8% | . | .
Cc1nc2scc(C)n2c(=O)c1S(=O)(=O)Nc1ccc(N2CCN(C(=O)C(C)C)CC2)cc1 | 6.6% | . | 5.5% | . | . | -1.0% | . | 8.8% | . | .
Cc1c(C#N)c(=O)oc2ccc3ccccc3c12 | 3.4% | 1.1 | -12.4% | 24.2% | -1.0% | 0.5% | 9.3% | 10.2% | . | .
Cc1cc(C)cc(NC(=O)COC(=O)[C@@H](NC(=O)c2ccco2)C(C)C)c1 | 1.0% | 1 | -8.1% | 7.4% | -0.7% | 0.4% | 7.3% | 5.2% | -0.4 | 1250
C=CCn1c(SCC(=O)N2CCOCC2)nc(O)cc1=O | 1.3% | 1.1 | 3.5% | -11.5% | -1.7% | 0.2% | 3.1% | 1.8% | 1.57 | 1456
COc1ccc2c(c1)[N+](C)(C)C(C)(C)C=C2C | -2.0% | 1 | 6.9% | -0.9% | 2.5% | -0.1% | 14.7% | 8.3% | -1.22 | 1197

Among those listed so far, 3 contain sulfur:
SMILES | RSV CPE inhibition | TNAP activation fold | PhoP inhibition | PMI inhibition | CSM14.1 death rescue | West Nile virus CPE | PMI inhibitors | SV40 large T antigen | Insulin prom up | Insulin prom up cell count
CCCCOc1cccc(C(=O)NNC(=S)NC2CCCCC2)c1 | 1.0% | 1.2 | 0.3% | -12.7% | -0.5% | 0.1% | -6.6% | 11.6% | -0.64 | 721
Cc1nc2scc(C)n2c(=O)c1S(=O)(=O)Nc1ccc(N2CCN(C(=O)C(C)C)CC2)cc1 | 6.6% | . | 5.5% | . | . | -1.0% | . | 8.8% | . | .
C=CCn1c(SCC(=O)N2CCOCC2)nc(O)cc1=O | 1.3% | 1.1 | 3.5% | -11.5% | -1.7% | 0.2% | 3.1% | 1.8% | 1.57 | 1456

Next records follow:
SMILES | RSV CPE inhibition | TNAP activation fold | PhoP inhibition | PMI inhibition | CSM14.1 death rescue | West Nile virus CPE | PMI inhibitors | SV40 large T antigen | Insulin prom up | Insulin prom up cell count
COc1c2ccoc2cc2oc(C)cc(=O)c12 | 1.8% | . | -2.5% | . | . | -0.2% | . | 2.4% | . | .
Brc1ccc(-c2csc(N3CCC(c4ccccc4)C3)n2)cc1 (stereo not given) | ? | 1.1 | -3.0% | -1.8% | -1.0% | -0.9% | 1.1% | 1.3% | . | .
CCOc1ccccc1CNC(=O)c1cc2oc3ccccc3c2n1C | 9.25µM* | 1.1 | -2.3% | 5.4% | -0.5% | -1.3% | 13.9% | 2.7% | -1.31 | 948
CCOCCCNC(=O)c1cc(Sc2ccc(F)cc2)nc2ccccc12 | 1.8% | 1.1 | -3.5% | 0.8% | -1.9% | -1.3% | 5.5% | 6.4% | . | .
O=C(NCc1ccc(Cl)cc1)C(=O)NCC(c1cccnc1)N1CCN(c2ccc(F)cc2)CC1 (stereo not given) | 4.5% | 1.1 | 2.1% | 2.5% | 0.3% | -1.8% | 8.9% | 5.8% | -0.83 | 1188
CC(=O)NC1Sc2ccccc2N=C1c1ccccc1 (stereo not given) | 1.0% | 1 | 3.1% | -67.6% | -1.0% | 0.7% | -26.2% | 4.9% | -0.07 | 725
Fc1ccc(OCc2nn3c(Cn4nnc5ccccc54)nnc3s2)cc1 | 3.8% | 0.9 | 2.6% | -2.5% | -1.7% | -0.3% | 11.4% | 9.0% | 0.01 | 1161
CC(C)c1ccc(/C=C2\C(=N)N3N=C(CC(=O)N4CCCCC4)SC3=NC2=O)cc1 | 2.2% | . | -12.9% | . | . | -0.2% | . | 36.9% | . | .
Cn1c(N)c(C(=O)COC(=O)CCCOc2ccc(Cl)cc2Cl)c(=O)n(C)c1=O | -0.3% | 1.2 | -5.6% | 9.2% | -0.8% | -0.4% | 5.6% | 10.3% | -0.61 | 1265
CCCSc1nc(C)c(CC(=O)OCC)c(=O)[nH]1 | 1.2% | 1 | -3.4% | -10.5% | -2.3% | 0.1% | -6.0% | 1.0% | . | .
Cc1nc(-c2ccccn2)nc(N2CCOCC2)c1Cl | 2.5% | . | 0.7% | . | . | -0.1% | . | 2.8% | -0.17 | 866
Cc1cc(C)nc(SCCC(=O)Nc2ccccc2C)n1 | 3.0% | 1.1 | -4.2% | -0.2% | -1.4% | 0.3% | 7.3% | 10.2% | 0.93 | 1598
O=C1CSC(c2ccncc2)N1Cc1ccccc1 (stereo not given) | 2.8% | 1.1 | -1.9% | 4.3% | -0.5% | -0.5% | 5.2% | 9.5% | 0.36 | 1299
O=C(NCC(=O)N(Cc1ccco1)C(C(=O)NC1CCCC1)c1cccnc1)c1cccs1 (stereo not given) | 1.7% | 1.1 | 16.4% | 6.6% | -1.5% | 0.0% | 3.3% | 3.0% | -0.53 | 1337
O=[N+]([O-])c1cccc(/C=N/Nc2nnc(-c3ccccc3)c(-c3ccccc3)n2)c1 | 0.4% | 0.9 | -6.2% | -10.9% | 1.5% | 0.9% | -7.1% | 0.2% | -0.64 | 1538
Cc1noc(NS(=O)(=O)c2ccc(NC(=O)c3cnc4scc(C)n4c3=O)cc2)c1C | 0.9% | 1.1 | 1.8% | 0.2% | -3.0% | 0.3% | 1.6% | 5.7% | -0.12 | 1989
Cc1ccc(S(=O)(=O)N(C)C)cc1NC(=O)COC(=O)CCC(=O)c1cccs1 | 0.6% | 1 | 21.4% | -3.8% | -0.8% | -0.1% | -6.2% | 4.4% | 1.03 | 1473
Cc1cc(C)c(C)c(N=Nc2nc3ccccc3n2C)c1C | 12.1% | 1 | 10.9% | 15.0% | 1.6% | -2.1% | 23.0% | -1.8% | 0.12 | 1255
O=C(NC1CC1)C1=C[C@H](C2CC2)C[C@H](OCCCCO)O1 | -1.0% | 1 | -2.5% | 0.3% | 0.7% | 0.5% | -6.9% | 3.4% | 1.02 | 1494
CC(=O)OC12CC3CC(C1)C(=NO)C(C3)C2 | 0.7% | 1.1 | -5.1% | 5.7% | -2.5% | 0.0% | 7.8% | 19.8% | -0.47 | 1870
O=C(COC(=O)c1cc[n+]([O-])cc1)NCC12CC3CC(CC(C3)C1)C2 | 2.5% | 1.1 | 10.3% | -6.5% | 0.0% | -0.1% | -3.7% | 8.3% | -0.12 | 1043
Cc1ccccc1-n1nc(-c2ccc(N)cc2)cc1N | 4.5% | 1 | 44.6% | 13.2% | -2.4% | 1.1% | 21.1% | 5.4% | -0.01 | 1667
Cc1ccc(-c2ccc(=O)n(CC(=O)NCCN3C(C)CCCC3C)n2)cc1 (stereo not given) | -1.4% | 1 | 4.5% | -11.1% | -0.9% | -0.3% | -20.6% | 0.6% | -0.63 | 1599
CCCc1nc2ccc(N)cc2c(=O)n1Cc1ccccc1Cl | 1.6% | . | -0.4% | . | . | -0.1% | . | 6.6% | . | .
c1ccc(CCNc2ncnc3c2nnn3Cc2ccccc2)cc1 | 0.2% | 1.1 | 2.2% | 6.4% | -0.8% | -0.2% | 6.0% | 5.0% | -0.02 | 1931
Cc1cccc(C(=O)N2CC(=O)Nc3ccc(F)cc3C2c2ccc(F)cc2)c1 (stereo not given) | 0.7% | . | 6.2% | . | . | -0.9% | . | 5.2% | . | .
O=C(Nc1ccc2c(c1)OCO2)Nc1ccc(F)cc1F | 9.2% | . | 3.0% | . | . | -0.5% | . | 0.3% | . | .
Cc1cccc(-n2cnc(C(=O)N3CCN(C)CC3)c2)n1 | -1.6% | 1.1 | -0.1% | 14.1% | -0.2% | -0.2% | 13.3% | 4.5% | -2.64 | 1465
OCCCNc1nc(-c2ccc(Cl)cc2)nnc1-c1ccccc1 | 1.8% | 1 | -14.7% | -3.2% | -0.1% | -0.3% | -6.5% | 9.9% | -0.36 | 1240
O=C1c2ccc(Oc3ccc([N+](=O)[O-])cc3)cc2C(=O)N1CCCO | 0.8% | . | -4.5% | . | . | -0.3% | . | 2.4% | . | .
C=CCn1c(-c2c[nH]c3ccccc23)n[nH]c1=S | 1.7% | 0.8 | -1.8% | -5.1% | -1.3% | -0.4% | -14.1% | 13.2% | 0.01 | 1094
C=CCn1c(SCC(=O)Nc2ccc(S(N)(=O)=O)cc2)nnc1-c1cnccn1 | 1.3% | . | -5.0% | . | . | 0.2% | . | 13.6% | . | .
Cc1ccn2cc(-c3cccc(NC(=O)c4cccs4)c3)nc2c1 | 50.0% | 1.1 | 1.0% | 9.7% | 0.2% | -0.7% | 7.0% | 7.9% | -0.37 | 1289
CN(CC(=O)O)S(=O)(=O)c1cccs1 | 1.3% | 1.1 | -1.8% | -2.4% | -1.1% | -0.2% | -2.8% | 2.2% | 0.95 | 1178
CN(C)CCCCNCCCNC(=O)/C=N\O | 0.6% | 1.2 | 2.7% | -10.7% | -1.0% | -0.3% | -8.2% | 0.9% | ? | .
CCCC12CN3CCN(CC(C3)/C1=N\NC(=O)c1ccc(C(C)(C)C)cc1)C2 | 1.7% | 1 | -8.4% | 9.6% | 1.6% | -0.3% | 16.7% | 8.8% | 0.12 | 1425
CCN1C(=NCc2ccco2)N[C@@H](c2cccc(F)c2)C(C(=O)OC)=C1C | -1.5% | . | 6.9% | . | . | -1.1% | . | 27.8% | . | .
CCOC(=O)N1CCN(C(=O)c2ccc(N3CCCC3=O)cc2)CC1 | 2.1% | 1.1 | -2.8% | 8.8% | -1.7% | 0.0% | 3.6% | -3.3% | 0.15 | 1306
Cc1[nH]ncc1-c1ccccc1Cl | 3.3% | . | -1.3% | . | . | -0.1% | . | 13.2% | 0.45 | 1107
COC(=O)C1=C(C)NC(c2c(O)ccc3ccccc23)C(C(=O)OC)=C1C (stereo not given) | 6.0% | 1 | -12.8% | 2.7% | -3.3% | -0.5% | 9.8% | 8.4% | 0.57 | 1336
CCOC(=O)C[C@H]1c2cc(F)ccc2S(=O)(=O)N1Cc1ccc(OC)cc1 | 8.2% | . | -11.2% | . | . | -0.7% | . | 0.1% | . | .

Screening results as filed in PubChem BioAssay.
